NPR2 activator = human GC-B receptor activators, primary screen, HEK293 GC-B cells, cGMP TR-FRET, EC30 CNP; 0% at EC30 CNP, 100% saturating CNP; activation, % at 10 µM; 0.11% of 370,000 active; AID 1920062, 2024;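 active = activation at 10 µM reaching about 35% in either raw or pattern-adjusted values, limit read from the data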
Target sequence (P20594 whole entry, looked up): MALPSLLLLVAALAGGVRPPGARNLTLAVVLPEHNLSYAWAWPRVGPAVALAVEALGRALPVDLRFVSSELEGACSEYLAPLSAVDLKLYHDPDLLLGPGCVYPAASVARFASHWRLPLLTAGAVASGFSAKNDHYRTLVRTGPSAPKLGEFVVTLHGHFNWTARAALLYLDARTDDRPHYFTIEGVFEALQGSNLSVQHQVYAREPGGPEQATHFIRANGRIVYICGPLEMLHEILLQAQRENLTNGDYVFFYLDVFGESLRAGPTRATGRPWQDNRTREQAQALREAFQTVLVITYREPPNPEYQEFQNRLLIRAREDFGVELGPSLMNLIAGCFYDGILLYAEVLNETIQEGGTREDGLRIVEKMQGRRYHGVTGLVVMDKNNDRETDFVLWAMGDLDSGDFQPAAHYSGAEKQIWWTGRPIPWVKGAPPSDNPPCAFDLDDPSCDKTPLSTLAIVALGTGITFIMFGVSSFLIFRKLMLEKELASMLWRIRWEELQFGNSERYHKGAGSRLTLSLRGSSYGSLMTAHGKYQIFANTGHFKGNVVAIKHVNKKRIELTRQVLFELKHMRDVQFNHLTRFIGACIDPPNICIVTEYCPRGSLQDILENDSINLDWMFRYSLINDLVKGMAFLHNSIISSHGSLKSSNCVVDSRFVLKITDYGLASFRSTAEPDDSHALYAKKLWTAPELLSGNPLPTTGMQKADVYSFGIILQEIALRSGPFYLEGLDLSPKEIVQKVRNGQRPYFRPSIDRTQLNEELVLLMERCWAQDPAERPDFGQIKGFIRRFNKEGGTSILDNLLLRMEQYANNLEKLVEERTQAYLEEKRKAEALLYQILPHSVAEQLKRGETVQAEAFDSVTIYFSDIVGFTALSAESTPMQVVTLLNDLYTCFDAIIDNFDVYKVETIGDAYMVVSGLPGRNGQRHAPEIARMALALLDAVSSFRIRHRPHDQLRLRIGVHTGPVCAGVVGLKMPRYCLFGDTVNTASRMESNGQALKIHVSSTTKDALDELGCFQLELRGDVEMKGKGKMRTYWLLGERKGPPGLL
DAX1 inh-1 = DAX1 (NR0B1) inhibitors on StAR promoter, primary screen, cell-based, luminescence, SF-1 (NR5A1), full-length DAX-1 | 1.1% of 370,000 active | inhibition, % at 6.8 µM | HEK293T StAR-luciferase reporter, SF-1/DAX-1 repression relief | AID 652010, 2013;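 active = inhibition above the mean over all tested compounds plus 3 SD, cut at about 3.6% in these data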;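 note: 0% = DAX-1 cells with DMSO and 100% = cells lacking DAX-1 with DMSO; higher inhibition means more luminescence from relief of DAX-1 repression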
FXN GAA850 act = FXN promoter activators, primary screen, cell-based, luciferase luminescence, HEK293 lucGAA850; HEK293 lucGAA850 FXN promoter luciferase reporter, 24 h; percent of 10 µM SAHA response; activation, % at 6 µM; 0.56% of 360,000 active; AID 540364, 2011;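 active = activation above the average of all compounds screened plus 3 SD, cutoff fixed separately per campaign, cut at about 7.5% in these data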;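 note: 0% = DMSO wells and 100% = 10 µM SAHA wells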
SMARCA2 act = SMARCA2 (BRM) function activators, primary screen, cell-based, luminescence, high throughput | MG213 cells, MMTV-luciferase reporter, dexamethasone, overnight | activation, % at 9.1 µM | 1% of 370,000 active | AID 652017, 2013; in the data active = activation above about 7.8%;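 note: 0% = vehicle wells and 100% = reference activator wells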
DAX1 inh-2 = DAX1 (NR0B1) inhibitors, primary screen, cell-based, HEK293, Gal4-DAX1, luciferase luminescence | 0.99% of 340,000 active | Nuclear receptor subfamily 0 group B member 1 (Homo sapiens), P51843 | AID 504766, 2011 | inhibition, % at 6.75 µM | HEK293 Gal4-DAX1 luciferase reporter;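 active = inhibition above the mean over all tested compounds plus 3 SD, cut at about 4.2% in these data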;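 note: 0% = DAX1-transfected cells with DMSO and 100% = empty-vector control cells with DMSO; inhibition shows as a rise in luminescence from relieved DAX1 repression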
GC-A act = GC-A stimulated cGMP production enhancers – HEK293 GC-A cells, cGMP TR-FRET, EC30 ANP, primary screen. 0% at EC30 ANP, 100% saturating ANP. activation, % at 10 µM. 0.14% of 370,000 active; in the data active = activation above about 40%
hgDAF-12 ag = H. glycines DAF-12 receptor agonists, primary screen, cell-based, luminescence, HEK293, GAL4 fusion, UAS-luciferase; HEK293 GAL4-hgDAF12 UAS-luciferase reporter, agonist luminescence; normalized to butyrate control; activation, % at 6.8 µM; 1.8% of 370,000 active;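 active = activation above a cutoff set at the mean of all screened compounds plus 3 SD, cut at about 10% in these data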;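 note: 0% = DMSO wells and 100% = sodium butyrate wells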
ssDAF-12 act = S. stercoralis DAF-12 nuclear receptor activators, primary screen, cell-based, luminescence, HEK293, GRIP1 co-expression, lit1-tk-luc; AID 652126, 2013; Nuclear hormone receptor DAF-12 (Strongyloides stercoralis); HEK293 ssDAF-12/GRIP1 lit1-tk-luc reporter; % of 3 µM dafachronic acid response; 1% of 370,000 active; activation, % at 6.8 µM;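 active = activation above the mean over all tested compounds plus 3 SD, cut at about 0.9% in these data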;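 note: 0% = DMSO-only wells and 100% = 3 µM delta7-dafachronic acid wells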
sPLA2-III inh = human group III sPLA2 inhibitors, primary screen, biochemical, QFRET, BODIPY PC-A2 liposome substrate | 0.56% of 370,000 active | QFRET BODIPY PC-A2 liposome hydrolysis, fluorescence | Group 3 secretory phospholipase A2 (Homo sapiens), Q9NZ20 | AID 743126, 2013 | inhibition, % at 12.2 µM;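 active = inhibition above mean plus 3 SD of compounds lying within the high and low control bounds, cut at about 19% in these data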;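 note: 0% = median of test compound wells and 100% = no enzyme DMSO wells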
proKLK7 act = proKLK7 zymogen activators, primary screen, biochemical, fluorescence intensity; Kallikrein-7 (Homo sapiens), P49862; purified proKLK7, EDANS-DABCYL substrate fluorescence; 100% is mature enzyme control, 0% vehicle; activation, % at 7 µM; 0.9% of 370,000 active;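 active = activation above the mean of all tested compounds plus 3 SD, computed per campaign excluding outliers beyond control limits, cut at about 13% in these data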
hcDAF12 agonist = H. contortus DAF-12 nuclear receptor activators, primary screen, cell-based, luminescence, HEK293, lit1-tk-luc reporter; HEK293 hcDAF-12 lit1-tk-luc reporter; 0% DMSO, 100% Δ7-dafachronic acid; activation, % at 6.8 µM; 1.4% of 370,000 active; AID 652067, 2013;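 active = activation above the mean of all tested compounds plus 3 SD, cut at about 5.5% in these data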;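 note: 100% = response to 3 µM Δ7-dafachronic acid high control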
* hit, by the source's call; nt = not tested or not shown. Not a hit list; any-hit rate near 6.7%.

SMILES | NPR2 activator | DAX1 inh-1 | FXN GAA850 act | SMARCA2 act | DAX1 inh-2 | GC-A act | hgDAF-12 ag | ssDAF-12 act | sPLA2-III inh | proKLK7 act | hcDAF12 agonist
Cc1cc(OC(C)C(=O)Nc2ccc(S(=O)(=O)Nc3onc(C)c3C)cc2)cc(C)c1Cl (stereo not given) | 2 | 0.6 | 1.0 | -3 | -0.2 | -1 | 1.0 | -0.5 | -48 | 0.0 | -0.6
O=C(NCCC1CCCCN1S(=O)(=O)c1ccc(F)cc1)C(=O)NCC1CCCO1 (stereo not given) | -2 | -0.1 | 1.9 | -1 | 0.8 | 1 | -1.0 | -1.1 | 11 | -0.5 | -1.4
Cc1cc([N+](=O)[O-])nn1CC(=O)NNC(=S)Nc1ccc([N+](=O)[O-])cc1 | -1 | 0.0 | 0.8 | 2 | 0.4 | 3 | 0.8 | -0.6 | 7 | -0.6 | 2.8
O=C1CCC(C(=O)Nc2nnc(C3CC3)s2)=NN1 | 8 | 0.3 | 2.6 | -3 | 0.9 | -1 | 1.4 | -0.4 | 2 | -0.8 | -0.8
Cc1noc(C)c1COc1ccccc1C(=O)N1CCN(c2cccc(Cl)c2)CC1 | 3 | -3.5 | -2.8 | -3 | -0.4 | -9 | 3.8 | -1.5 | -5 | 0.5 | 1.1
CCOC(=O)[C@@]12CN(C(=O)OC(C)(C)C)CC=C1N(Cc1ccc(OC)cc1)C(=O)[C@H]2CC(=O)N1CCCC1 | 0 | 0.3 | nt | 2 | nt | 4 | 3.2 | -1.1 | 19 | -0.3 | -0.4
CCN1C(=O)/C(=C\c2ccc(-c3cccc(C(=O)OC)c3)o2)SC1=Nc1ccc(C(=O)O)cc1 | -2 | -0.3 | nt | 3 | nt | 5 | 1.6 | -1.0 | 8 | -0.4 | 0.9
CCC(C)(C)NC(=O)CCCSc1nc2ccccc2s1 | 5 | 1.5 | 3.6 | 3 | nt | -2 | 8.4 | -0.9 | -5 | 0.2 | 1.8
COc1cccc(C(=O)N2CCN(Cc3cn[nH]c3-c3ccc(F)cc3F)CC2)c1 | -1 | -1.2 | 1.3 | -1 | -0.7 | -4 | 3.3 | -1.0 | -5 | -0.3 | -1.4
CSCC[C@H](NC(=O)NC1CCCC1)C(=O)O | 1 | 0.3 | 0.9 | -6 | 0.3 | 0 | -2.8 | -0.6 | 8 | -0.1 | -1.4

Filtered by structure: those above with four or more nitrogen atoms
SMILES | NPR2 activator | DAX1 inh-1 | FXN GAA850 act | SMARCA2 act | DAX1 inh-2 | GC-A act | hgDAF-12 ag | ssDAF-12 act | sPLA2-III inh | proKLK7 act | hcDAF12 agonist
Cc1cc([N+](=O)[O-])nn1CC(=O)NNC(=S)Nc1ccc([N+](=O)[O-])cc1 | -1 | 0.0 | 0.8 | 2 | 0.4 | 3 | 0.8 | -0.6 | 7 | -0.6 | 2.8
O=C1CCC(C(=O)Nc2nnc(C3CC3)s2)=NN1 | 8 | 0.3 | 2.6 | -3 | 0.9 | -1 | 1.4 | -0.4 | 2 | -0.8 | -0.8
COc1cccc(C(=O)N2CCN(Cc3cn[nH]c3-c3ccc(F)cc3F)CC2)c1 | -1 | -1.2 | 1.3 | -1 | -0.7 | -4 | 3.3 | -1.0 | -5 | -0.3 | -1.4

The listing continues.
SMILES | NPR2 activator | DAX1 inh-1 | FXN GAA850 act | SMARCA2 act | DAX1 inh-2 | GC-A act | hgDAF-12 ag | ssDAF-12 act | sPLA2-III inh | proKLK7 act | hcDAF12 agonist
Cc1cccc(N=C2NC(=O)C(CO)(CO)S2)c1 | -2 | 0.4 | 0.2 | 3 | 0.2 | 0 | -0.2 | -0.4 | -4 | 0.4 | 1.8
CC1(C)CC2(CCO1)OC(=O)CC2C(=O)Nc1ccccc1Cl (stereo not given) | 8 | 0.7 | 2.9 | 0 | -0.2 | 1 | -1.2 | -0.6 | 0 | -0.2 | -0.3
CC(=O)N1CCC(C(=O)N2CCN(S(=O)(=O)c3cccs3)CC2)CC1 | 2 | 0.1 | 0.8 | -1 | 0.4 | 0 | -0.9 | -1.0 | 2 | -0.1 | -1.1
CC(C)NC(NC(=O)Cc1ccccc1)C(Cl)(Cl)Cl (stereo not given) | 1 | -0.3 | 0.4 | -1 | 0.8 | 2 | -1.9 | -1.4 | 5 | 0.1 | 0.4
CC(C)CC#Cc1ccc2c(c1)O[C@H](CN(C)C(=O)Cc1ccncc1)[C@H](C)CN([C@H](C)CO)S2(=O)=O | 7 | -1.6 | -2.2 | 1 | -0.6 | 4 | -2.5 | -1.3 | -15 | 0.6 | -0.8
CCOC(=O)Cc1csc(NC(=O)/C=C\c2ccccc2)n1 | -2 | -0.2 | 3.0 | 2 | -1.5 | 2 | 6.2 | -2.0 | -11 | -0.5 | -0.5
Oc1cc(NCCN2CCOCC2)cc2cccnc12 | -7 | -0.9 | -0.3 | -1 | -1.7 | -4 | -3.4 | -1.3 | -1 | 1.1 | -1.0
NC(=O)N1c2ccccc2CC(=O)c2ccccc21 | -4 | -1.8 | -0.9 | -3 | 0.1 | 2 | 2.4 | -0.9 | 1 | 5.0 | 0.3
O=C1CC(N2CCN(c3ccc(Cl)c(Cl)c3)CC2)C(=O)N1 (stereo not given) | -4 | 0.2 | -1.9 | -2 | 0.0 | 0 | 0.0 | -1.6 | 0 | 0.0 | -2.0
CC1CC(C)CN(S(=O)(=O)c2cc3c4c(c2)CCC(=O)N4CCC3)C1 (stereo not given) | -3 | 0.2 | 0.1 | -1 | 0.8 | 0 | -0.6 | -0.5 | 7 | -0.1 | 0.3
O=C(Nc1nccs1)c1ccc(Cl)c([N+](=O)[O-])c1 | -4 | 0.6 | 0.5 | 1 | 1.4 | 8 | -0.7 | -1.5 | -4 | 0.6 | 2.2
CCOC(=O)C1=CCN(S(=O)(=O)c2ccc(Br)cc2)C1c1cccc(F)c1 (stereo not given) | -4 | -0.3 | nt | -5 | nt | -4 | 0.1 | -1.3 | -2 | 0.1 | -1.5
COc1ccccc1CNC(=O)C1CCC(CNC(=O)[C@@H]2Cc3ccccc3CN2)CC1 (stereo not given in full) | 3 | 0.5 | 0.3 | -2 | -0.4 | 2 | 1.1 | -1.2 | -1 | 0.0 | 2.8
COc1ccc(OCC(=O)Nc2ccc(N3CCOCC3)cc2)cc1 | -2 | -0.4 | -2.0 | -1 | 0.3 | -2 | -0.2 | -0.8 | 6 | -0.3 | -0.3
FC(F)(F)c1cccc(N2CCc3cn[nH]c32)c1 | -15 | -0.7 | 4.6 | 3 | 0.3 | -8 | 0.8 | -1.0 | 6 | 0.1 | -1.0
Cn1nc(C(=O)OCC(=O)c2ccccc2)c2ccccc2c1=O | -1 | 0.5 | -0.6 | -1 | 0.0 | -1 | 1.5 | -0.4 | 7 | 0.1 | -1.1
CCOC(=O)c1[nH]c2ccc(OC)cc2c1NC(=O)/C=C/c1ccc2c(c1)OCO2 | -9 | -0.1 | 2.4 | -3 | -0.3 | -5 | -3.2 | -0.9 | -4 | -50 | -2.6
CCc1cc(C(=O)OC)c(NC(=O)CC2SC(=NC)N(C)C2=O)s1 (stereo not given) | -4 | -0.1 | -2.1 | 2 | 0.0 | -2 | 2.8 | -1.4 | -2 | 0.4 | 1.6
COc1cccc2cc(C(=O)NCc3ccc(Cl)cc3)c(=N)oc12 | -5 | -0.2 | 0.4 | 2 | 0.0 | -1 | 3.7 | -0.9 | -1 | 0.5 | 0.5
O=S(=O)(NCc1nnc2ccccn12)c1ccc(Cl)cc1 | 6 | -0.5 | -1.1 | -2 | 0.3 | 3 | 5.5 | -0.5 | -1 | -0.9 | 0.1
O=C(NCCO)C(=O)NCC(c1ccc2c(c1)OCO2)N1CCN(c2ccc(F)cc2)CC1 (stereo not given) | 1 | -0.2 | 1.4 | -2 | -0.1 | 0 | -2.5 | -0.9 | 5 | 0.3 | 0.8
CCN(CC)c1ccc(S(=O)(=O)N2CCOCC2)cc1NC(=O)CN1C(=O)NC2(CCCC2)C1=O | -1 | 0.1 | 1.0 | -3 | 0.8 | 1 | -2.1 | -1.0 | -2 | 0.3 | 0.6
Cc1ccsc1/C=N/NC(=O)c1nnn(-c2nonc2N)c1C | 4 | 0.0 | 0.9 | 2 | 0.2 | -1 | 2.0 | -1.0 | 2 | -0.1 | -0.4
COc1ccc(CN2[C@@H](CC(=O)O)c3ccccc3S2(=O)=O)cc1 | 2 | -0.3 | 0.3 | -1 | 0.6 | 0 | 0.2 | -1.1 | 0 | -0.5 | -1.6
O=C(c1cccnc1)N1CCCC(Nc2ccc(F)cc2)C1 (stereo not given) | 3 | 1.6 | -0.2 | -2 | -0.6 | 0 | 1.9 | -1.5 | 11 | -0.5 | -1.9
CCc1ccc2[nH]c(C)c(CN3CCCCCC3)c(=O)c2c1 | 9 | -0.3 | 2.6 | -1 | 0.9 | 4 | -1.9 | -1.3 | 2 | -0.6 | -1.1
Cc1cc(C)c(NC(=O)CN(C)CC(=O)Nc2cccc(S(=O)(=O)N(C)c3ccccc3)c2)c(C)c1 | 1 | -4.5 | -3.4 | -2 | -1.9 | -1 | -8.9 | -2.2 | -46 | 0.3 | -3.4
N#CC1=C(N)SC(N)=C(C#N)C1c1cccc(Oc2ccccc2)c1 | 4 | -0.7 | 2.4 | -5 | -1.0 | 0 | 1.6 | -0.9 | -27 | 0.1 | 0.8
N#CC1=C(N)C(C#N)(C#N)C(c2cccnc2)C2COCC=C12 (stereo not given) | -1 | 0.3 | -1.1 | 0 | -0.3 | 1 | -2.4 | -0.8 | -3 | 11 | -1.8
O=C(NC1CCCCC1)C(c1ccccc1)N1CCC2(CC1)OCCO2 (stereo not given) | 2 | -0.5 | -0.6 | -3 | 1.1 | -3 | -0.1 | -0.5 | -4 | 0.3 | -2.1
Cc1ccccc1C(=O)Nc1ccc2nc3n(c(=O)c2c1)CCC3 | -1 | 0.2 | -1.9 | 2 | 0.7 | 7 | 0.5 | -0.8 | 4 | -0.2 | -1.5
O=C(Nc1ccccc1N1CCCCC1)c1cccc(OC(F)F)c1 | 2 | -0.4 | 1.0 | 1 | -1.2 | -5 | -1.5 | -1.1 | 5 | -0.2 | -0.3
S=C1NC2(CCCCCC2)NN1c1ccccc1 | -11 | 1.0 | nt | -6 | nt | 1 | -0.6 | -0.3 | 4 | -0.4 | -0.4
COc1ccc(-c2nc3cc(NC(=O)c4ccc5c(c4)OCO5)ccc3o2)cc1 | 3 | 0.7 | -0.6 | -2 | -0.2 | 4 | 2.2 | -0.5 | 2 | 0.6 | -1.9
Cc1cc(C(=O)CCC(=O)NCC(=O)Nc2c(C)cccc2C)c(C)s1 | -7 | 1.2 | -2.0 | 3 | 0.7 | -1 | 1.8 | 0.0 | -3 | 0.4 | 1.4
